MrgX1 antagonist – antagonists of human MrgX1 receptor. Q96LB2. MRGX1-HEK293 calcium flux, Fluo-4, BAM8-22 antagonism; hits give low values. B-score at 10 µM. actives 1.3% (n = 310,000). AID 588676;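 active means calcium-response B-score plate-corrected more than 3 library SD below zero, starting fluorescence within 5 deviations, no agonist response on first addition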;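 further: peak minus trough fluorescence over baseline after final BAM8-22 challenge near maximal dose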
Target sequence (Q96LB2 whole entry, looked up): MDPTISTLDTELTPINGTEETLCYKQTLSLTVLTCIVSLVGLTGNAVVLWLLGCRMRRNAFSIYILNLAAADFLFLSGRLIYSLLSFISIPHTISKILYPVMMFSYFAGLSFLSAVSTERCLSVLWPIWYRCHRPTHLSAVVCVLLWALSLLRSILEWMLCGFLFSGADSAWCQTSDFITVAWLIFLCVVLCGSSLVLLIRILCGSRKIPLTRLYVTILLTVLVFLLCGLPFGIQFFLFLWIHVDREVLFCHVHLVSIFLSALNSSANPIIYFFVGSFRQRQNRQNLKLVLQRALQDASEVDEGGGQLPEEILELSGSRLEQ
SKKanGAS inh – blocks kanamycin growth of S. pyogenes SKKanGAS strain; actives 1.3% (n = 300,000); inhibition, % at 7.5 µM; BacTiter-Glo, 6 h;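 active means mean replicate score, as percent of positive control median, at least 50; inconclusive means mean below 50 but one replicate at or above 50; inactive means mean and every replicate below 50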;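 further: strain carries kanamycin resistance gene driven by streptokinase promoter and grows in 40 µg/ml kanamycin; loss of luminescence reflects streptokinase promoter inhibition or plain growth inhibition; 0% = median of DMSO wells and 100% = positive control at its reference dose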
RGS4 inh – human RGS4 inhibition; B-score at 10 µM; actives 0.45% (n = 310,000); HEK293 M3R/RGS4 inducible, Fluo-4 calcium flux; hits give high values; triggered by carbachol at its EC20;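 active means B-score, a plate-corrected calcium signal, over three deviations above library mean, with baseline fluorescence within five deviations of library mean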;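 further: RGS4 expression induced by doxycycline in cells with stable M3 receptor; B-score is computed from the integrated fluorescence ratio over baseline after carbachol; higher B-score means a larger calcium signal and so more RGS4 inhibition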
Target sequence (P49798 whole entry, looked up): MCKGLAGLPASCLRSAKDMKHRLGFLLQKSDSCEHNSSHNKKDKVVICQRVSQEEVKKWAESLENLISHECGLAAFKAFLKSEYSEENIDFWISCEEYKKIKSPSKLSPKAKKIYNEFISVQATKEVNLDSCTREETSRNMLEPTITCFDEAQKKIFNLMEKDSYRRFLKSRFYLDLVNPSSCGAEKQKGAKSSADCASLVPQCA
RGS4 pot – RGS4 potentiation or activation; HEK293 M3R/inducible RGS4, carbachol calcium flux Fluo4; hits give low values; B-score at 10 µM; actives 0.92% (n = 310,000);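 active means B-score of the integrated calcium signal more than 4 SD below the library mean, with starting fluorescence not abnormally high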;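 further: negative B-score means reduced calcium response which marks RGS4 activation or potentiation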
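Reagent: ECmax carbachol challenge; Test system: M3R-expressing HEK293 line, RGS4 induced by doxycycline; Schedule: overnight RGS4 induction, 30 min dye load 37 °C, 20 min compound RT; Detection: calcium dye Fluo4 fluorescence; Read-out: Agonist-evoked peak-minus-minimum fluorescence over baseline, integrated ratio, B score.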
TRPC6 activator – activators of mouse TRPC6 channel; Q61143; HEK293-TRPC6 membrane potential dye fluorescence; hits give high values; B-score at 10 µM; actives 0.13% (n = 310,000); AID 2550;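 active means B-score of the integrated fluorescence ratio above library mean plus 3 SD, and starting fluorescence ratio within library mean plus 5 SD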;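 further: higher score means more depolarization so channel activation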
HDAC3 inh – blocks human histone deacetylase 3 | O15379 | recombinant HDAC3, fluorogenic peptide/trypsin coupled, fluorescence | inhibition, % at 8.3 µM | actives 0.15% (n = 320,000) | AID 2718; in the data active means inhibition above about 26%, passing the limit was not always enough; inconclusive means no clear call, values can overlap the other calls
Target sequence (O15379 whole entry, looked up): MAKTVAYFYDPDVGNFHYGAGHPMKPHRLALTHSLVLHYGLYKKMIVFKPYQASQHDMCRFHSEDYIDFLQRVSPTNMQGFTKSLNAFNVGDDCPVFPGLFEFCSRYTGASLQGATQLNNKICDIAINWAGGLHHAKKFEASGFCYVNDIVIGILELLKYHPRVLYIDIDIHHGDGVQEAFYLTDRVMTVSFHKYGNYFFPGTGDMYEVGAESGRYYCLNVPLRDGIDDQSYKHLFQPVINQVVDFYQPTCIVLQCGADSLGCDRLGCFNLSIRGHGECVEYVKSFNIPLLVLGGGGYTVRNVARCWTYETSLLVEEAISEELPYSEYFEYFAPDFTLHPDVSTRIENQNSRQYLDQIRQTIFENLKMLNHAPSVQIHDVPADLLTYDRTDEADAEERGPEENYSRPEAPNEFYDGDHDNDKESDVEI
MrgX1 agonist – activates human MrgX1 receptor signaling; MrgX1-HEK293 cells, Fluo-4 calcium fluorescence, agonist mode; hits give high values; B-score at 10 µM; actives 0.44% (n = 310,000); Q96LB2;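 active means calcium response B-score plate-corrected fluorescence ratio at least 3 library SD, with starting fluorescence B-score inside 5 SD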
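Assay system: MrgX1-expressing HEK293 cells / Amount: fifteen thousand cells per well / Doses: test compound in the initial addition of three / Timing: cells plated overnight, dye loaded 0.5 h 37 °C, 0.5 h room temperature / Technique: kinetic calcium dye fluorescence, Fluo-4 NW / Control set: positive and negative controls per plate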
TRPC6 inhibitor – inhibitors of mouse TRPC6 channel; Q61143; HEK293-TRPC6, membrane potential dye, ACh-evoked depolarization; hits give low values; B-score at 10 µM; actives 1.1% (n = 310,000); AID 2553;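 active means B-score under library mean minus 3 SD, initial fluorescence not abnormally high, positive integrated signal ratio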;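 further: B-score derived from integrated fluorescence ratio over the kinetic read; more negative B-score means stronger inhibition of depolarization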
TMEM16A act – activators or potentiators of mouse TMEM16A chloride channel; Q8BHY3; HEK293 TMEM16A/YFP-H148Q/I152L, iodide quench fluorescence; hits give low values; B-score at 10 µM; actives 0.3% (n = 340,000);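 active means fluorescence-ratio B-score plate-corrected deviation score at least 3 library SD below zero, with starting fluorescence score within 5 deviations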;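 further: channel opened by trigger with iodide after compound preincubation; score built on the fluorescence ratio of max minus min over baseline; more negative score means more quench and so TMEM16A activation or potentiation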
MrgX1 PAM – allosterically activates human MrgX1 receptor signaling. Q96LB2. MrgX1-HEK293, Fluo-4 calcium flux, FDSS; hits give high values. B-score at 10 µM. actives 0.63% (n = 310,000). AID 588675;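 active means plate-corrected calcium response at least 3 library SD above typical, normal starting fluorescence, not activating the receptor alone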;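 further: compound read alongside a low EC10 to EC30 dose of BAM8-22 agonist; peak minus trough fluorescence over baseline measured at the second addition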
ANO1 block – mouse TMEM16A channel inhibition, primary screen. actives 1.2% (n = 310,000). HEK293 TMEM16A/YFP iodide influx fluorescence, ionomycin. AID 588511. Q8BHY3. normalized B-score (activity score, 25-100; higher = stronger inhibition) at 10 µM;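 active means ratio plate-corrected score three or more library SD toward inhibition, starting fluorescence score within five deviations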;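 further: score derived from kinetic fluorescence span divided by baseline fluorescence per well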
The depositor's hits bear a star; i = inactive; ? = inconclusive; . = not tested or not shown.

Value order: MrgX1 antagonist, SKKanGAS inh, RGS4 inh, RGS4 pot, TRPC6 activator, HDAC3 inh, MrgX1 agonist, TRPC6 inhibitor, TMEM16A act, MrgX1 PAM, ANO1 block
Cc1c(C(=O)Nc2ccc(C(=O)Nc3ccccc3)cc2)cccc1[N+](=O)[O-]
→ i, -1.8, i, i, i, 1.5, i, i, i, i, i
Cc1ccc(C(=O)C2=C(O)C(=O)N(CCCn3ccnc3)C2c2ccc(OC(C)C)cc2)o1 (stereo not drawn)
→ i, 4.5, i, i, i, 2.0, i, i, i, i, i
COc1cccc(NC(=O)Cn2c3ccccc3c3nc4n(c(=O)c32)CCCS4)c1
→ i, 10.2, i, i, i, -3.2, i, i, -51.9*, i, i
COc1cc(C2C(C(=O)N3CCOCC3)=C(C)NC3=C2C(=O)CCC3)ccc1OC(C)=O (stereo not drawn)
→ i, 7.7, i, i, i, 0.6, i, i, i, i, i
COc1ccc2c(c1)-c1c(sn(-c3ccc(OC)c(OC)c3)c1=S)C(C)(C)N2
→ i, 19.6, i, i, i, 0.8, i, i, i, i, i
Cc1c(C(=O)OCC(=O)N2CCC(C)CC2)oc2ccccc12
→ i, 1.6, i, i, i, 5.7, i, i, i, i, i
COc1ccc(C)cc1S(=O)(=O)N1CCc2ccccc2C1
→ i, 5.7, i, i, i, -5.4, i, i, i, i, i
COc1ccc2c(c1OC)CN(C)CCc1cc3c(cc1C(O)C2)OCO3 (stereo not drawn)
→ i, 3.2, i, i, i, 1.5, i, i, i, i, i
COC(=O)c1ccc(NC(=O)CCC(=O)c2ccc(F)cc2)cc1
→ i, -5.9, i, i, i, -21.6, i, i, i, i, i
Cc1nc2sc(-c3ccccc3)cc2c(=O)[nH]1
→ i, 16.2, i, i, i, 1.2, i, i, i, i, i
CC(=C/c1ccccc1)/C=N/N1CCN(Cc2ccc(C)cc2)CC1
→ i, 9.2, i, i, i, -2.2, i, i, i, i, i
CC1CCCC(C)N1/N=C/c1ccc(N(C)C)cc1 (stereo not drawn)
→ i, -4.4, i, i, i, -2.1, i, i, i, i, i
CC(=O)Nc1ccc(S(=O)(=O)NCCC(=O)N2CCc3ccccc32)cc1
→ i, -2.8, i, i, i, -4.8, i, i, i, i, i
CCCn1nnnc1-c1cccc(Cl)c1
→ i, 0.4, i, i, i, -3.8, i, i, i, i, i
Cc1c(C(=O)NCCN2C(=O)S/C(=C\c3cccs3)C2=O)cccc1[N+](=O)[O-]
→ i, -0.1, i, i, i, 1.9, i, i, i, i, i
O=C1CCNCCN1[C@H](CO)c1ccccc1
→ i, -1.4, i, i, i, -4.1, i, i, i, i, i
Cc1ccc(NC(=O)C(=O)c2ccc(C)cc2)cc1
→ i, -4.5, i, i, i, 1.1, i, i, i, i, i
CCC1(C)CC(c2csc(N)n2)CCO1 (stereo not drawn)
→ i, -2.2, i, i, i, 2.9, i, i, i, i, i
CCN(C(=O)CSc1nnc(-c2cccs2)n1CC)C1CCS(=O)(=O)C1 (stereo not drawn)
→ i, -3.7, i, i, i, 2.2, i, i, i, i, i
COc1ccc(OC)c(NC(=O)c2ccc(NS(=O)(=O)c3c(C)noc3C)cc2)c1
→ i, 3.6, i, i, i, 2.3, i, i, i, i, i
COCc1c(C(=O)OCc2c(C)noc2C)oc2ccccc12
→ i, 2.6, i, i, i, 0.7, i, i, i, i, i
O=C(C1CCCN(Cc2cccc(F)c2)C1)N1CCCCC1 (stereo not drawn)
→ i, 0.1, i, i, i, -5.0, i, i, i, i, i
O=C(NCc1ccccc1)c1sc(=S)n2c1[nH]c(=O)c1ccccc12
→ i, 44.5, i, i, i, -2.3, 50.9*, i, i, i, i
O=C(CCCc1ccccc1)NC1CCSC1=O (stereo not drawn)
→ i, 6.9, i, i, i, -4.5, i, i, i, i, i
Nc1cc(=O)nc(SCC(=O)Nc2ccccc2)n1-c1ccccc1
→ i, 2.7, i, i, i, 1.4, i, i, i, i, i
N#CCc1ccc(OC(=O)c2cccnc2Cl)cc1
→ i, -3.1, i, i, i, 2.8, i, i, i, i, i
Cc1ccc(S(=O)(=O)CC(=O)Nc2cccc(C)n2)cc1
→ i, 1.6, i, i, i, 0.6, i, i, i, i, i
O=C(CCCN1C(=O)S/C(=C\c2ccccc2)C1=O)NNC(=O)c1ccccc1O
→ i, 11.2, i, i, i, 1.0, i, i, i, i, i
CC1=C(C(=O)OC(C)C)C(c2cccnc2)n2ncnc2N1 (stereo not drawn)
→ i, 6.4, i, i, i, -4.5, i, i, i, i, i
CCCOP(=O)(c1ccc(N(C)C)cc1)C(O)c1ccc(N(C)C)cc1 (stereo not drawn)
→ i, 5.1, i, i, i, -4.3, i, i, i, i, i
O=C(NCc1ccccc1)N[C@@H](Cc1c[nH]c2ccccc12)C(=O)O
→ i, -3.6, i, i, i, -2.2, i, i, i, i, i
O=C(O)Cc1c(-c2ccccc2)c2cc(Cl)ccc2[nH]c1=O
→ i, -7.1, i, i, i, 5.4, i, i, i, i, i
CC(C)c1ccc(C(=O)NC(=S)Nc2ccc3[nH]c(=O)[nH]c3c2)cc1
→ i, ?, i, i, i, -4.1, i, i, i, i, i
Cc1nnc(NC(=O)/C=C/c2ccco2)s1
→ i, -7.4, i, i, i, 5.6, i, i, i, i, i
CCN(C(=O)CN1C(=O)NC(c2ccccc2)(c2ccccc2)C1=O)c1ccccc1
→ i, -1.9, i, i, i, -1.3, i, i, i, i, i
COC(=O)c1cc2c(ccn2-c2ccc(F)cc2)n1CC(=O)N1CCN(C(=O)c2ccco2)CC1
→ i, ., ., ., ., 0.1, i, ., ., i, i
CCOc1ccc(N(CC(=O)O)S(=O)(=O)c2cccnc2)cc1
→ i, 1.2, i, i, i, 1.1, i, i, i, i, i
COc1ccccc1Sc1nc(-c2ccccn2)ncc1OC
→ i, 83.0*, i, i, i, 1.8, i, i, i, i, i
COc1ccc(-n2nc(C(=O)Nc3nc4ccc(OC)cc4s3)c3ccccc3c2=O)cc1
→ i, -2.3, i, i, i, -3.6, i, i, i, i, i
CC(=O)c1ccc(NC(=O)COc2ccc3c(c2)OCO3)cc1
→ i, -18.6, i, i, i, 7.6, i, i, i, i, i
c1ccc(COc2cccc(CNCc3ccccn3)c2)cc1
→ i, -0.6, i, i, i, 2.5, i, i, i, i, i
COCCNC(=O)Cn1cc(C(=O)c2ccco2)c2ccccc21
→ i, 11.7, i, i, i, 1.2, i, i, i, i, i
CSc1cccc(NC(=O)c2ccccc2N(C)S(C)(=O)=O)c1
→ i, -3.4, i, i, i, 5.3, i, i, i, i, i
COc1ccc(C(=O)Oc2cccc(Nc3ncnc4ccccc34)c2)cc1OC
→ i, 9.9, i, i, i, 1.3, i, i, i, i, i
Cc1ccccc1OCCN1CCCC1
→ i, 1.7, i, i, i, 12.3, i, i, i, i, i
CCN1CCCC1CNC(=O)CN1C(=O)COc2ccc(C)cc21 (stereo not drawn)
→ i, 1.2, i, i, i, -6.3, i, i, i, i, i
Cc1ccc(C(=O)OC/C(O)=C(\C#N)c2nc3ccccc3[nH]2)cc1S(=O)(=O)N1CCOCC1
→ i, -0.4, i, i, i, ., i, i, i, i, i
CCOC(=O)c1sc(C)c2c1NC1(CCCCC1)NC2=O
→ i, 4.1, i, i, i, -1.8, i, i, i, i, i
C#Cc1ccc([C@@H]2C=C(C(=O)O)O[C@H](OCCCCO)C2)cc1
→ i, 2.0, i, i, i, -3.3, i, i, i, i, i
COc1ccccc1CNC(=O)C(CCSC)NS(=O)(=O)c1ccc2c(c1)oc(=O)n2C (stereo not drawn)
→ i, 3.5, i, i, i, -5.3, i, i, i, i, i
CCCCn1c(SCC(=O)N2CCCC2)nc2cc(S(N)(=O)=O)ccc21
→ i, 2.3, i, i, i, -4.8, i, i, i, i, i
CC(C)(C)n1nnnc1C(c1cccc(C#N)c1)N1CCCCCC1 (stereo not drawn)
→ i, 1.0, i, i, i, 1.5, i, i, i, i, i
Nc1nc2nc(-c3ccc(Cl)cc3)cc(C(F)(F)F)n2n1
→ i, 0.1, i, i, i, -13.4, i, i, i, i, i
CC(=O)Oc1ccc2c(=O)c(N3C(=O)c4ccccc4C3=O)c(C)oc2c1C
→ i, -1.2, i, i, i, 5.1, i, i, i, i, i
Cn1c(-c2ccccc2)cnc1NCc1cc(Cl)ccc1O
→ i, 13.6, i, i, i, 1.4, i, i, i, i, i
Nc1nonc1-n1nnc(C(=O)N/N=C/c2c(Cl)cccc2Cl)c1CN1CCOCC1
→ i, -11.9, i, i, i, 2.8, i, i, i, i, i
C=CCn1c(SCc2cc(=O)n3cc(C)ccc3n2)nnc1-c1ccc(F)cc1
→ i, -1.4, i, i, i, -5.1, i, i, i, i, i
CN(C)c1ccc(-c2nc3cc(N)ccc3o2)cc1
→ i, -2.7, i, i, i, -12.7, i, i, i, i, i
COc1cccc(Nc2nc(-c3cccnc3)cs2)c1
→ i, -13.6, i, i, i, -1.0, i, i, i, i, i
CC(C)Cn1c(C23CC4CC(CC(C4)C2)C3)n[nH]c1=S
→ i, -12.9, i, i, i, 13.3, i, i, i, i, i

(next part)
Value order: MrgX1 antagonist, SKKanGAS inh, RGS4 inh, RGS4 pot, TRPC6 activator, HDAC3 inh, MrgX1 agonist, TRPC6 inhibitor, TMEM16A act, MrgX1 PAM, ANO1 block
CN(Cc1ccccc1)C(=O)COC(=O)C1CCN(S(=O)(=O)c2cccs2)CC1
→ i, 0.4, i, i, i, 0.9, i, i, i, i, i
Cc1ccc(-c2nnc(COC(=O)c3cccs3)o2)cc1
→ i, 1.7, i, i, i, -12.7, i, i, i, i, i
COc1ccc(N2C(=O)CC(NC3CCCCNC3=O)C2=O)cc1 (stereo not drawn)
→ i, -0.1, i, i, i, -12.9, i, i, i, i, i
O=C(O)C1CN(C(=O)c2ccccc2)c2cc(Cl)ccc2O1 (stereo not drawn)
→ i, 4.0, i, i, i, -3.8, i, i, i, i, i
COC(=O)C1=C(N)Oc2cc(C)[nH]c(=O)c2C1c1cccnc1 (stereo not drawn)
→ i, 1.8, i, i, i, 2.8, i, i, i, i, i
O=C(c1cccc(S(=O)(=O)N2CCCCC2)c1)N1CCN(c2ccccc2)CC1
→ i, -0.9, i, i, i, -3.2, i, i, i, i, i
CCOC(=O)Cc1csc(NC(=S)NC(=O)c2cccc([N+](=O)[O-])c2)n1
→ i, 6.3, i, i, i, 2.6, i, i, i, i, i

Bioassay records: PubChem, several laboratories
